# Screening data: PubChem, National Center for Advancing Translational Sciences (NCATS)
# N370S GC: inhibits or activates N370S mutant glucocerebrosidase; N370S GC spleen homogenate, 4MU-glucoside fluorescence; Potency, µM (series often up to 59.4 µM), for inactives: top-dose activity change, negative = inhibition, usual class: inhibitors; 330,000 compounds, 0.092% hits;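 note: 0% = full enzyme activity and -100% = no enzyme basal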
# TDP1 block: TDP1 (human) enzyme inhibition; Potency, µM (doses to about 130 µM), without a hit: at the top dose activity change, negative = inhibition, hits mostly inhibitors; AID 485290; recombinant TDP1, AlphaScreen DNA substrate cleavage; 350,000 compounds, 0.28% hits; Q9NUW8; note: nearly all actives have a fitted effect of over 40% in size
# Target sequence (Q9NUW8 whole entry, looked up): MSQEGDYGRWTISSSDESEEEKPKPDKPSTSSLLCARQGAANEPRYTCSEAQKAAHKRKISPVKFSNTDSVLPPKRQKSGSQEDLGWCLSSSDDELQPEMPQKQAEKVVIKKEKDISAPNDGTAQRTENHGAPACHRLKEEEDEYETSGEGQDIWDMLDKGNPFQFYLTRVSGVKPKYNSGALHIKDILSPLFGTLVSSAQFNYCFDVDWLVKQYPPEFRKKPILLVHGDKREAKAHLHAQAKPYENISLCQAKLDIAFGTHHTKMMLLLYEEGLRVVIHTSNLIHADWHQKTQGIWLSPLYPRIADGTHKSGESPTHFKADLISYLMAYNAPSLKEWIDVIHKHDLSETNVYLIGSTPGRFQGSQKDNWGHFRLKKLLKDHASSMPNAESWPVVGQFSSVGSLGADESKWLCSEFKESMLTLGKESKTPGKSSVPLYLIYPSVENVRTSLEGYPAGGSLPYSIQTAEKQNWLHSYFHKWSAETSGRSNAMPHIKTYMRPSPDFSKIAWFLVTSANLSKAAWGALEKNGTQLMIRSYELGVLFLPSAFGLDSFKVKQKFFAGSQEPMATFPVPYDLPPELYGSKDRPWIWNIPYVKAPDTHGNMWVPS
#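 Here, a 5' biotin and 3' phosphotyrosine-FITC DNA oligonucleotide reports Tdp1 activity: intact substrate bridges AlphaScreen beads, while cleavage leaves a 3' phosphate and drops signal. All incubations at room temperature.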
# FEN1 inh: inhibitors of human flap endonuclease 1 | Recombinant FEN1 flap cleavage, fluorescence, 15 min | Potency, µM (top dose mostly 114 µM), inactives show top-dose activity change, negative = inhibition, usual class: inhibitors | 390,000 compounds, 0.35% hits; note: nearly all actives have a fitted effect of over 65% in size
#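 With each library titrated from low to high concentration, compounds met 10 nM FEN1 for 15 min at room temperature before 50 nM substrate was added; readings at 0 and 15 min fed four-parameter Hill curve fits.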
# * = called active by the depositor; ? = inconclusive; / = no result given; [ ] = another dose, or the depositor's remark. Calls come from the whole dose curve; as a rule, active = well fitted curve in the direction sought with a large enough effect; inconclusive = small, poorly fitted or top-dose-only effect, or another doubt; inactive = no such curve, though single readings can be large; an effect the other way counts as inactive or inconclusive. Unless noted, % is set by controls: 0 for no effect and ±100 for the full control effect; potency is the fitted concentration of half-maximal effect.
SMILES,N370S GC,TDP1 block,FEN1 inh
CC(C)COC(=O)/C(C#N)=C\c1ccc(-c2ccccc2Cl)o1,/,0%[12.3 µM],1%
CCCOc1ccc(C(O)(CCC)CCN2CCCCC2)cc1 (stereo not given),-4%,0%,-1%
[O-]c1c[n+](-c2ccccc2)no1,-8%,/,-2%
COC(=O)c1ccc(CSc2nnc(CS(=O)Cc3ccc(Br)cc3)n2-c2ccccc2)cc1 (stereo not given),8%,8%,-2%
COc1ccc(N(CC(=O)NCc2ccc(Cl)cc2)S(=O)(=O)c2c(C)nn(C)c2C)cc1,-3%,2%,-11%
COC(=O)c1c(-c2ccc(OC)c(OC)c2)csc1N,21%,-4%,17%
O=S(=O)(Nc1cc(O)cc2cccnc12)c1ccc(Cl)s1,-5%,23%,/
CCc1ccc(C(C(=O)NC2CCCCC2)N(C(=O)c2ccccn2)c2cccnc2)cc1 (stereo not given),-4%,-6%,/
COc1cccc(CC(=O)OCC(=O)NC2CCCC2)c1,/,4%,10%
CSCCC(C(=O)N(C)CC(=O)Nc1cccc(F)c1)N1C(=O)c2ccccc2C1=O (stereo not given),/,2%,17%

# Shown field by field: entries from further up.
Molecule: COc1ccc(N(CC(=O)NCc2ccc(Cl)cc2)S(=O)(=O)c2c(C)nn(C)c2C)cc1
  N370S GC: -3%
  TDP1 block: 2%
  FEN1 inh: -11%

Molecule: COC(=O)c1c(-c2ccc(OC)c(OC)c2)csc1N
  N370S GC: 21%
  TDP1 block: -4%
  FEN1 inh: 17%

# More records follow:
SMILES,N370S GC,TDP1 block,FEN1 inh
Cc1ccc(SCC(=O)Nc2cccc(S(=O)(=O)N3CCOCC3)c2)cc1C,/,0%,6%
Nc1nc(-c2cccnc2)nc(N2CCCCC2)n1,-12%,4%,-2%
O=C(CSc1nnc2c(n1)[nH]c1ccc(S(=O)(=O)N3CCOCC3)cc12)Nc1ccccc1Cl,13%,0%,18%
O=C(O)c1ccc(Nc2nc(-c3cc4ccccc4oc3=O)cs2)cc1O,-9%,79µM*,?
O=S(=O)(Nc1ccccn1)c1ccc(C(F)(F)F)cc1Cl,2%,3%,-7%
COc1cccc(/C=N/NC(=O)CNC(=O)CCc2ccccc2)c1O,-13%,10%,2%
CCOc1ccc(NC(=O)CN2CCC(n3cnc4cc(F)ccc43)CC2)cc1,-8%,-2%,9%
Cc1ccc(CNC(=O)Cc2nc3nc(C)cc(C)n3n2)cc1,-2%,4%,-2%
CC(C)(C)c1ccccc1NC(=O)c1ccc(-n2cncn2)c([N+](=O)[O-])c1,-1%,/,11%
CCOC(=O)c1c(C)[nH]c(C)c1S(=O)(=O)N1CCCC(C(=O)N2CCN(c3ccccc3F)CC2)C1 (stereo not given),/,6%,-6%
O=C(O)c1ccc(S(=O)(=O)N2CCN(c3ccccn3)CC2)cc1,0%,5%,29%
Cc1cc(C)cc(NC(=O)N2CCCC2C(=O)NCc2ccco2)c1 (stereo not given),-11%,6%,-6%
CC(C)(C)c1ccc(C(=O)NNC(=O)Cc2cccc3ccccc23)cc1,5%,0%,10%
Cc1cccc(-c2nc3ccccc3c(=O)n2NC(=O)/C=C/c2ccc([N+](=O)[O-])cc2)c1,9%,-1%,-19%
C=CC(=C)CCC=C(C)C,11%,5%,/
CCOc1ccc(N(Cc2cc3cc(C)ccc3[nH]c2=O)C(=O)COC)cc1,-8%,/,-3%
O=[N+]([O-])c1cc(C=Nc2ccc3ccccc3c2)ccc1Br,1%,6%,-5%
COc1ccc(CN2CCNC(=O)C2CC(=O)NCC2CCOCC2)c(C)c1C (stereo not given),-1%,2%,0%
Cc1nc(SCc2nc3c(C)cccc3[nH]2)c2oc3ccccc3c2n1,/,-3%,-22%
CCn1c(SCC(=O)N(C)C)nc2cc(S(=O)(=O)N3CCOCC3)ccc21,-19%,-9%,6%
N#C/C(=C(O)\C=C\c1ccccc1)c1nc2ccccc2[nH]1,2%,5%,-8%
CCOc1ccc(NC2=C(Cl)C(=O)N(C3CCCCC3)C2=O)cc1,8%,6%,0%
O=C(CN(C(=O)CCC(=O)Nc1ccccn1)C1CCCC1)NCc1ccccc1,2%,0%,3%
Cc1ccc(C2N=C(Nc3nc4ccccc4o3)NC3=C2C(=O)CC(C)(C)C3)cc1 (stereo not given),/,0%,-2%
O=C1NC(N2CCOCC2)=N/C1=C/c1ccc2c(c1)OCO2,-14%,1%,-4%
COc1ccc(-c2nc3scc(CCNS(=O)(=O)c4ccc(C)cc4)n3n2)cc1,/,0%,-12%
Cc1ccc(-c2cc3ncc4c(n3n2)-c2cc(F)ccc2OC4)cc1,/,-2%,14%
CSc1nccc(Oc2cccc(C#N)c2)n1,0%,-1%,1%
CCOC(=O)c1cc2oc(C(c3nnnn3C3CCCCC3)N3CCOCC3)cc2[nH]1 (stereo not given),13µM*,2%,-14%
Cc1nnsc1C(=O)NC(=O)Nc1ccc(F)c(Cl)c1,8%,6%,-8%

# Part of the list above, showing only TDP1 block:
SMILES | TDP1 block
Cc1ccc(-c2cc3ncc4c(n3n2)-c2cc(F)ccc2OC4)cc1 | -2%
CSc1nccc(Oc2cccc(C#N)c2)n1 | -1%

# More records:
SMILES,N370S GC,TDP1 block,FEN1 inh
COc1ccc(C(C[N+](=O)[O-])c2c(-c3ccccc3)cc3ccccn23)c(OC)c1 (stereo not given),23%,-7%,-7%
CCN(CC)C(=O)CCS(=O)(=O)c1cccc2nonc12,2%,-5%,-3%
CSCCC(C(=O)Nc1ccc2c(c1)OCO2)N1C(=O)c2ccccc2C1=O (stereo not given),19%,9%,-18%
Cc1ccc(C)c(NC(=O)CCn2nc(C)cc2C)c1,5%,-2%,-5%
C=CCNC(=O)/C(=C/c1cn(-c2ccccc2)nc1-c1cccc([N+](=O)[O-])c1)NC(=O)c1ccccc1,-8%,3%,-2%
O=C(NCc1ccco1)C(c1ccccc1)N(Cc1ccccc1)C(=O)Cn1nnc2ccccc21 (stereo not given),19%,-1%,3%
CN(C)S(=O)(=O)N1CCc2ccc(NC(=O)c3ccc(C(F)(F)F)cc3)cc2C1,4%,/,-13%
Cc1cccc(N(Cc2ccccc2)C(=O)CN2C(=O)NC3(CCCC3)C2=O)c1,/,4%,-15%
COC(=O)Cc1[nH]c(=O)[nH]c1C(=O)OC,0%,7%,12%
O=C(c1ccc(Br)cc1)c1cc2ccc(O)cc2oc1=O,-14%,/,-5%

# 3 compounds drawn at random from the list so far, as already listed:
SMILES,N370S GC,TDP1 block,FEN1 inh
COc1ccc(N(CC(=O)NCc2ccc(Cl)cc2)S(=O)(=O)c2c(C)nn(C)c2C)cc1,-3%,2%,-11%
CSc1nccc(Oc2cccc(C#N)c2)n1,0%,-1%,1%
CCn1c(SCC(=O)N(C)C)nc2cc(S(=O)(=O)N3CCOCC3)ccc21,-19%,-9%,6%

# Following part:
SMILES,N370S GC,TDP1 block,FEN1 inh
CN(C)S(=O)(=O)c1ccc(N2CCN(S(=O)(=O)c3ccc(F)cc3)CC2)c(Cl)c1,2%,1%,3%
CCC1CCCCN1S(=O)(=O)c1ccc(C(=O)Nc2sc3c(c2C(=O)NC)CCC3)cc1 (stereo not given),/,3%,-17%
C[C@H](CO)N1C[C@H](C)[C@@H](CN(C)C(=O)Nc2ccc3c(c2)OCO3)Oc2c(NC(=O)C3CC3)cccc2C1=O,/,3%,3%
CC(C)Oc1ccc(C(=O)Nc2ccc3oc(-c4ccncc4)nc3c2)cc1,/,1%[12.3 µM],11%
Cc1ccc(CS(=O)(=O)CCC(=O)NCc2ccccc2Cl)cc1,3%,4%,-3%
O=C(COC(=O)c1ccc2ncsc2c1)NCc1ccccc1Cl,/,-3%,-23%
O=C(O)/C=C/c1ccc(S(=O)(=O)NCc2cccnc2)cc1,2%,/,4%
NC(N)=Nc1nc(-c2ccccc2)c2cc(F)ccc2n1,?,9%,79µM*
Cc1nnc(NC(=O)NCN2C(=O)C3C4C=CC(C4)C3C2=O)s1 (stereo not given),-25%,8%,14%
CCOc1cccc(C2C(C(=O)c3ccc(C)o3)=C(O)C(=O)N2c2nccs2)c1 (stereo not given),13%,9%,6%

# Of the compounds above, these have a thiophene ring, fused or not:
SMILES,N370S GC,TDP1 block,FEN1 inh
COC(=O)c1c(-c2ccc(OC)c(OC)c2)csc1N,21%,-4%,17%
O=S(=O)(Nc1cc(O)cc2cccnc12)c1ccc(Cl)s1,-5%,23%,/
CCC1CCCCN1S(=O)(=O)c1ccc(C(=O)Nc2sc3c(c2C(=O)NC)CCC3)cc1 (stereo not given),/,3%,-17%

# New compounds follow.
SMILES,N370S GC,TDP1 block,FEN1 inh
COC(=O)c1ccc(OC(=O)N2CCOCC2)cc1,-2%,/,-6%
Cc1ccc(S(=O)(=O)Nc2ccccc2N2CCOCC2)cc1,0%,2%,-5%
CC(C)CC(CCc1ccccc1)OS(N)(=O)=O (stereo not given),-18%,/,-10%
CCN(CC)c1ccc(NC(=O)CN2CCN(CC(=O)Nc3ccccc3F)CC2)cc1,1%,9%,6%
CC(C)(C)c1cc(C(=O)N/N=C/c2ccccn2)n[nH]1,0%,1%,18%
COc1ccc(S(=O)(=O)N(CC(=O)N2CCN(c3ccccc3)CC2)c2ccccc2)cc1,3%[12.8 µM],-1%,9%
CS(=O)(=O)N(CC(=O)NCCc1ccccc1)C1CCCCC1,-5%,6%,9%
CC(C)N(C(=O)Nc1ccc2nccnc2c1)C(C)C,-2%,-8%,6%
CCN(Cc1ccncc1)C(=O)Cc1cccs1,3%,7%,-13%
COCCN1Cc2cccc(C(=O)Nc3cc(C)cc(C)c3)c2C1=O,3%,0%,-4%
COc1cc(CC(=O)NCc2ccco2)cc(OC)c1OC,4%,2%,-4%
Cc1cn2c(=O)c(C(=O)N3CCN(c4ccccc4Cl)CC3)cnc2s1,-7%,0%,-1%
CN1CCN(C(=O)C2=C[C@@H](c3coc4ccccc4c3=O)C[C@@H](OCc3ccc(CO)cc3)O2)CC1,-10%,1%,5%
O=C(C1CCN(S(=O)(=O)c2cccc3cccnc23)CC1)N1CCN(c2ccccn2)CC1,10%,4%,2%
CCN(Cc1ccccc1)C(=O)Cn1c(=O)oc2ccccc21,-1%,3%,-1%
N#CC(C(=O)Nc1cccc(Cl)c1)=C1Nc2ccccc2N1,-23%,/,-7%
